GAA glycogen mod: GAA glycogen-cleavage inhibition or activation | recombinant GAA, glycogen substrate, Amplex Red glucose oxidase fluorescence | hit rate 0.38% among 300,000 | Potency, µM (series often up to 76.4 µM), for inactives: at the highest dose activity change, negative = inhibition, most hits filed as inhibitors;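 further: 0% = full enzyme reaction and -100% = no-enzyme basal signal; the screen sought inhibitors and activators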
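Recombinant human alpha-glucosidase (4 nM final) hydrolysed bovine liver glycogen (30 ug) for 40 min at 37 C in pH 5.0 citrate/phosphate with 0.01% Tween-20. Released glucose detected by glucose oxidase/Amplex Red, Ex 573/Em 610 nm. Compounds up to 77 uM; AC50 from Hill fits.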
TexasRed fluor: Texas Red fluorescence interference in TRb-SRC2 counter-screen. Potency, µM (doses to about 106 µM), without a hit: top-dose fluorescence change, negative = quenching. TRb/SRC2 Texas Red total fluorescence interference. hit rate 0.29% among 280,000; active means well fitted curve in either direction with a large enough effect; inconclusive means small, poorly fitted or top-dose-only effect
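Human TRb ligand-binding domain at 0.6 uM with 20 nM Texas Red SRC2 peptide in Tris buffer containing 1 uM T3 and 5% DMSO, incubated with compound 5 h at ambient temperature. Total fluorescence (555/632 nm) calculated as parallel + 2 × perpendicular.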
L3MBTL1 inh: blocks human L3MBTL1 | Q9Y468 | AlphaScreen L3MBTL1–H3K9me1 peptide binding | Potency, µM (titrated, usually from 57.1 µM), for the others: at the top dose activity, negative = inhibition, actives largely listed as inhibitors | hit rate 0.66% among 230,000 | AID 485360; further: nearly all actives have a fitted effect of over 60% in size
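Displacement of a biotinylated histone H3(1-15) peptide monomethylated at Lys9 (75 nM) from L3MBTL1 (50 nM) was measured by AlphaScreen after a 30 min room-temperature compound incubation; cefsulodin titration served as intraplate control.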
GAA inh: alpha-glucosidase (human) inhibition; purified human GAA, 4-MU-alpha-glucoside fluorescence; hit rate 0.005% among 200,000; P10253; Potency, µM (series often up to 76.9 µM), without a hit: at the highest dose activity change, negative = inhibition, most hits filed as inhibitors;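 further: plate controls were uninhibited enzyme wells for no effect and no-enzyme background for full effect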
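Human enzyme at 4 nM with 400 uM 4-methylumbelliferyl-alpha-D-pyranoside, citrate/phosphate buffer pH 5.0, 0.005% Tween-20, 20 min at room temperature. Compounds up to 77 uM. 4-MU fluorescence (Ex 365/Em 440) read after NaOH/glycine stop; AC50 from Hill fit.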
RECQ1 helicase: RECQ1 (human) helicase inhibition | RECQ1 DNA unwinding, red fluorescence kinetic read | hit rate 0.54% among 240,000 | Potency, µM (series often up to 57.3 µM), for inactives: at the top dose activity, negative = inhibition, hits mostly inhibitors;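 further: plate controls were vehicle for no effect and no enzyme for full effect; nearly all actives have a fitted effect of over 30% in size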
Target sequence (P46063 whole entry, looked up): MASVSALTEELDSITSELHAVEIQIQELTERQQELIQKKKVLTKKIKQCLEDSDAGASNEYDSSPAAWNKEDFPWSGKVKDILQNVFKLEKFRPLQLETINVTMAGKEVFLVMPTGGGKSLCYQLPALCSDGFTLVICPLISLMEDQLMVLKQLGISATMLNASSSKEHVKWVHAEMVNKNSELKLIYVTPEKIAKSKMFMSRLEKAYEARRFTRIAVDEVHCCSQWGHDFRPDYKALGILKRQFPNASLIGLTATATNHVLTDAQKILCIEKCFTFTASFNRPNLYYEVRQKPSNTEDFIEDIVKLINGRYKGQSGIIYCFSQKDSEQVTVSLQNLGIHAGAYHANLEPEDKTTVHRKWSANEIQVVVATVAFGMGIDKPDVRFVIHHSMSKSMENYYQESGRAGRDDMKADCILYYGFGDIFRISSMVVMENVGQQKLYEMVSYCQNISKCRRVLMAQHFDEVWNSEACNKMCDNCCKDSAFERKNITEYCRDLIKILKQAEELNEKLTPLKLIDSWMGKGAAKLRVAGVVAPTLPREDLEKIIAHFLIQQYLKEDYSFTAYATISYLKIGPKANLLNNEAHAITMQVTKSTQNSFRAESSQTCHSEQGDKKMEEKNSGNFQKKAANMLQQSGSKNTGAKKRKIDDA
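RECQ1T1 50 nM; forked duplex (20 bp + 30-nt ss tails) 200 nM, ATP 2 mM final; pH 8.0, 2 mM MgCl2, 2.5 ug/ml poly(dI-dC); 15 min compound preincubation; discontinuous kinetic read over 2 h at RT.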
aGlu spleen mod: inhibits or activates alpha-glucosidase in human spleen homogenate. human spleen homogenate, 4-MU-alpha-glucoside fluorescence. AID 2112. P10253. hit rate 0.006% among 240,000. Potency, µM (top dose mostly 79.9 µM), inactives show at the highest dose activity change, negative = inhibition, actives largely listed as inhibitors;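 further: 0% = enzyme with vehicle and -100% = no enzyme basal signal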
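Human spleen homogenate (1 ug) incubated with compounds and 1 mM 4-methylumbelliferyl-alpha-D-glucopyranoside in pH 5.0 citrate/phosphate buffer, 37 C, 40 min. Stopped at pH 10; 4-MU fluorescence (Ex 365/Em 440 nm); AC50 by Hill fit.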
RGS12 GoLoco inh: blocks human Gai1 binding to RGS12 GoLoco peptide, red readout; P63096; Gai1:RGS12 GoLoco peptide FP, rhodamine, 10 min; Potency, µM (doses to about 61.6 µM), inactives show top-dose activity, negative = inhibition, usual class: inhibitors; hit rate 0.44% among 230,000; active means well fitted inhibition curve with a large enough effect, not every such curve was filed as active; inactive means no such curve, though single readings can be large or run the other way; further: nearly all actives have a fitted effect of over 30% in size; many of its hits are not listed in these tables
TRb SRC2 PPI: inhibitors of human thyroid hormone receptor beta-SRC2 interaction. P10828. TRbeta-SRC2 peptide binding, fluorescence polarization; receptor liganded with 1 µM T3. Potency, µM (titrated, usually from 106 µM), inactives show at the top dose activity change, negative = inhibition, hits mostly inhibitors. hit rate 0.065% among 280,000. AID 1469;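 further: plate controls were bound peptide for no effect and peptide without receptor for full effect; nearly all actives have a fitted effect of over 50% in size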
Target sequence (P10828 whole entry, looked up): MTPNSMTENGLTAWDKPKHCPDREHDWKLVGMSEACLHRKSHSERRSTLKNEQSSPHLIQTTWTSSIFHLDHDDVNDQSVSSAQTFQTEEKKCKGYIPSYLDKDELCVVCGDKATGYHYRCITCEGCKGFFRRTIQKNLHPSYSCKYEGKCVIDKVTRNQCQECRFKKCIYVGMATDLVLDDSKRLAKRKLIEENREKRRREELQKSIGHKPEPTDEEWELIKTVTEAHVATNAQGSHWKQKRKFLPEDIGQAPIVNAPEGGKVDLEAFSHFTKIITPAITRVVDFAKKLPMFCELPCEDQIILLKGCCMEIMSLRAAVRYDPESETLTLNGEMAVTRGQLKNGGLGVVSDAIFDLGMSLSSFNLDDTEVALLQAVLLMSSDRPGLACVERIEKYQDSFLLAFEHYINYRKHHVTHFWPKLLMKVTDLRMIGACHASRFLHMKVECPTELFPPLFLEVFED
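Compounds were added to 0.6 uM TRb ligand-binding domain and 20 nM Texas Red-labeled SRC2 peptide in Tris buffer containing 1 uM T3, incubated 5 hr at ambient temperature, then read by fluorescence polarization.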
The depositor's hits bear a star; i = inactive; ? = inconclusive; . = no result given; & = joins results of further samples; [ ] = another dose, or the depositor's remark. Unless noted, the call rests on the fitted dose curve; in most records, active means well fitted curve in the direction sought with a large enough effect; inconclusive means small, poorly fitted or top-dose-only effect, or another doubt; inactive means no such curve, though single readings can be large; an effect the other way counts as inactive or inconclusive. Unless noted, on the % scale 0 is the no-effect control and ±100 the full control effect; potency means the concentration at half of the fitted maximal effect.

SMILES	GAA glycogen mod	TexasRed fluor	L3MBTL1 inh	GAA inh	RECQ1 helicase	aGlu spleen mod	RGS12 GoLoco inh	TRb SRC2 PPI
COc1cc2c3c(c1)C1(C(=O)N3C(C)(C)C=C2C)C(C#N)=C(N)Oc2cc(C)oc(=O)c21 (stereo unspecified)	2%	-2%	-1%	-14%	-6%	-4%	10%	1%
CCOC(=O)c1nn(-c2ccccc2F)c(C)c1C(C)=O	10%	-1%	5%	-10%	i	-3%	5%	-3%
CC1(C)CC(NC(=O)c2ccccc2Cl)CC(C)(C)N1	4%	-6%	4%	0%	-5%	0%	-5%	0%
CCCC(=O)Nc1ccccc1NC(=O)c1cc(OC)c(OC)c(OC)c1	2%	-3%	.	-10%	-6%	14%	4%	-18%
Cc1cc(Nc2cccc(Cl)n2)n(-c2ccccc2)n1	-8%	-3%	5%	-10%	-13%	3%	7%	0%
COc1ccc(OC)c(NC(=O)C2CC(=O)N(c3ccccc3)C2)c1 (stereo unspecified)	0%	-4%	10%	-2%	5%	-2%	4%	-7%
CC(C)c1nccn1CCC(=O)O	6%	1%	.	9%	i	-2%	6%	-3%
O=C1c2ccccc2C(=O)N1c1ncn[nH]1	-3%	1%	3%	-9%	i	4%	-8%	0%
Nc1ccccc1SCc1csc(-c2ccc(Cl)cc2)n1	-4%	-2%	16%	6%	2%	0%	2%[14.2 µM]	-7%
Cc1ccc(/C=N/NC(=O)c2cccc(S(=O)(=O)N3CCOCC3)c2)o1	28%	-3%	7%	-7%	i	3%	3%	2%
Cc1nc(-c2ccc(S(=O)(=O)N3CCN(C(c4ccccc4)c4ccccc4)CC3)s2)cs1	-3%	0%	.	.	-2%	14%	28%	-9%
COc1ccc(/C=N\NC(=O)CCc2c(C)n[nH]c2C)c(OC)c1OC	4%	0%	4%	-15%	-4%	-6%	11%	-2%
COC(=O)c1cccc(NC(=O)NC2CCCN2S(=O)(=O)c2ccc(Cl)cc2)c1 (stereo unspecified)	0%	-7%	.	-6%	-8%	-6%	-1%	-7%
COc1cc([N+](=O)[O-])ccc1NC(=O)NCc1ccco1	-6%	-4%	-2%[11.4 µM]	-6%	-14%	-13%	8%	3%
CC(C)Cc1cc(C(=O)Nc2sc3c(c2C#N)CCC3)no1	0%	-2%	.	-7%	-10%	-3%	5%	0%
O=C(c1ccco1)N1CCN(C(=O)C(Cc2ccccc2)NS(=O)(=O)c2cccs2)CC1 (stereo unspecified)	5%	0%	0%	-6%	-10%	-1%	-7%	-17%
CCCNC(=O)CN(Cc1ccccc1F)S(=O)(=O)c1ccc(C)cc1	-4%	2%	.	1%	i	-9%	6%	5%
CC(C)(C)N1CC(OC(N)=O)C1	-1%	1%	.	.	i	-2%	2%	0%
Cc1ccc(Oc2nc(C(F)(F)F)nc3ccccc23)cc1	-1%	-1%	20%	0%	0%	-4%	7%	-1%
COc1ccc(/C=C\c2onc(C)c2S(=O)(=O)N2CCC(C(=O)NCc3ccco3)CC2)cc1	6%	0%	-6%	.	-1%	0%	10%	1%
O=C(Nc1ccccc1C(=O)NC(Cc1ccccc1)C(=O)O)c1ccccc1 (stereo unspecified)	-5%	-2%	5%	1%	i	-8%	-2%	3%
CCOC(=O)c1c(NC(=O)c2c(Br)cnn2CC)sc(C)c1C	2%	1%	-7%	-11%	-1%	-5%	-3%	1%
Cc1nc2ccccc2cc1C(=O)N/N=C/c1ccccc1[N+](=O)[O-]	-1%	1%	1%	3%	-9%	-1%	-1%	-3%
CC(CNC(=O)c1ccc(Br)o1)NC(=O)c1ccc(Br)o1 (stereo unspecified)	-7%	-5%	-1%	-10%	-4%	0%	10%	-3%
Cc1ccc(C)c(NC(=O)CN(C)C(=O)c2cc3ccccc3o2)c1	-3%	-3%	-5%	-2%	-16%	0%	11%	4%

The last 4 entries of the part above come first, to join the parts:
SMILES	GAA glycogen mod	TexasRed fluor	L3MBTL1 inh	GAA inh	RECQ1 helicase	aGlu spleen mod	RGS12 GoLoco inh	TRb SRC2 PPI
CCOC(=O)c1c(NC(=O)c2c(Br)cnn2CC)sc(C)c1C	2%	1%	-7%	-11%	-1%	-5%	-3%	1%
Cc1nc2ccccc2cc1C(=O)N/N=C/c1ccccc1[N+](=O)[O-]	-1%	1%	1%	3%	-9%	-1%	-1%	-3%
CC(CNC(=O)c1ccc(Br)o1)NC(=O)c1ccc(Br)o1 (stereo unspecified)	-7%	-5%	-1%	-10%	-4%	0%	10%	-3%
Cc1ccc(C)c(NC(=O)CN(C)C(=O)c2cc3ccccc3o2)c1	-3%	-3%	-5%	-2%	-16%	0%	11%	4%
COc1cc(/C=C/C(=O)NCC(=O)N2CCC(N(C)CCN3CCOCC3)CC2)ccc1OC(C)C	-1%	0%	.	1%	11%	-10%	-1%	-1%
CCc1ccc(NC(=O)CSc2nnc(COc3ccc4c(c3)CCCC4)o2)cc1	5%	-1%	.	-1%	-11%	3%	5%	-8%
Cc1ccc(C(=O)CNc2nc3c(c(=O)[nH]c(=O)n3C)n2Cc2ccccc2)cc1	-3%	-3%	-3%	-2%	-3%	4%	-2%	-17%
Cc1ccc(NC(=S)N=Nc2c(O)n(C)c3ccc(S(=O)(=O)N4CCOCC4)cc23)cc1	-9%	6%	-7%	-1%	i	1%	5%	1%
O=C(O)CCC(=O)N1CCCC1C(=O)O (stereo unspecified)	.	0%	.	.	-9%	7%	6%	0%
CC(=O)N(CCCN(C)C)Cc1ccccn1	7%	1%	-3%	2%[15.4 µM]	-7%	3%	-1%	2%
Cc1ccc(S(=O)(=O)N(C)Cc2ccc(-c3nnco3)cc2)cc1	0%	-1%	6%	-5%	-7%	3%	-12%	-12%
Cn1c(=O)c2c(nc(SCC(=O)NCC3CCCO3)n2Cc2ccc(F)cc2)n(C)c1=O (stereo unspecified)	-11%	-1%	-14%	13%	i	-3%	10%	-6%
CCOC(=O)N1CCN(C(=O)CCC(=O)N2CCOc3ccc(C)cc32)CC1	-1%	6%	-3%	-8%	-9%	1%	.	7%
CCOC(=O)C1=C(C)NC(=O)NC1c1c(OCC(=O)N2CCCCC2)ccc2ccccc12 (stereo unspecified)	8%	-3%	1%	-1%	0%	-14%	5%	-2%
C=CCc1ccccc1OCC(O)CNC (stereo unspecified)	7%	-1%	0%	-1%[15.4 µM]	-3%	-2%	11%	0%
CS(=O)(=O)N(CC(=O)NCc1ccco1)c1cccc([N+](=O)[O-])c1	-12%	0%	-6%	13%	i	4%	14%	-2%
CC(C)NC(=O)[C@@H]1C[C@@]1(C)[C@@H](NC(=O)OCc1ccccc1)c1ccccc1	6%	-1%&-7%	5%	-5%	-11%&-7%	0%&0%	1%&-3%	-3%&2%
COCCN1C=C(C(=O)OC)C(c2cc3c(cc2Br)OCO3)C(C(=O)OC)=C1	-2%	-3%	9%[11.4 µM]	?	2%	-3%	7%	-2%
O=C(O)CCCNS(=O)(=O)Cc1ccccc1	7%	0%	1%	-6%	-2%	-2%	18%	1%
O=C(COC(=O)c1cccc(O)c1)NCc1ccc2c(c1)OCO2	6%	-1%	-2%	.	-14%	-2%	2%	-1%
COc1ccc(N(C(=O)CNC(=O)c2cccs2)C(C(=O)NC2CCCC2)c2cccnc2)cc1 (stereo unspecified)	10%	0%	-2%	19%	-2%	-12%	0%	-6%
CCn1c(CSCc2ccc(F)cc2)nnc1SCC(=O)N1CCN(c2ccccc2)CC1	-6%	-1%	.	-3%	i	0%	5%	3%
CC(CN1CCOCC1)OC(=O)COc1ccc(F)cc1 (stereo unspecified)	7%	2%	6%	-2%	i	-2%	-12%	-13%
N#C/C(C(=O)NCc1ccccc1)=C1\SC(CCO)C(=O)N1c1ccccc1 (stereo unspecified)	-22%	2%	.	-6%[15.4 µM]	10%	0%	45%[activator]	0%
Cc1ccc(-c2nc3c(c(=O)[nH]c(=O)n3Cc3ccccc3)n2C)s1	5%	0%	2%	.	i	-8%	77%[activator]	-5%
CC(C)CC(C(=O)NC(C)(C)C)N(CC1CCCO1)C(=O)c1snc(C(N)=O)c1N (stereo unspecified)	13%	0%	2%	8%	14%	3%	-9%	5%
CCc1ccc(/C=C2\SC(N3CCCC3)=NC2=O)cc1	8%	-1%	-14%	11%	25%	-4%	-2%	0%
Cc1ccc(C(=O)Nc2cc(Cl)ccc2OC(=O)c2ccc(C)cc2)cc1	2%	0%	14%	-6%	-14%	-13%	9%	-21%
COc1ccc2nc3oc(C(=O)N4CCN(c5ccccc5F)CC4)cc3cc2c1	0%	0%	3%	3%	-2%	4%	-3%	2%

Carrying on:
SMILES	GAA glycogen mod	TexasRed fluor	L3MBTL1 inh	GAA inh	RECQ1 helicase	aGlu spleen mod	RGS12 GoLoco inh	TRb SRC2 PPI
CCCCOc1ncnc2c1[nH]c1ccc(F)cc12	-3%	2%	11%	-6%	-3%	2%	-2%	-3%
CC1Cc2cc(-c3csc(NC(=O)Cc4ccccc4)n3)ccc2N1S(C)(=O)=O (stereo unspecified)	-1%	-4%	.	-10%	-14%	2%	5%	-7%
CCNC(=O)CC1SC(=Nc2ccc(Cl)cc2)N(CC)C1=O (stereo unspecified)	-9%	-3%	12%	4%	-4%	3%	-7%	2%
Cc1nnc(NC(=O)c2ccc3c(c2)C(=O)N(CCC(C)C)C3=O)s1	-8%	2%	.	-7%	0%	-2%	11%	8%
Cc1cc(C)cc(NC(=S)NCc2cccnc2)c1	-4%	5%	-1%	1%	i	-5%	6%	3%
CCOC(=O)c1ccc(NC(=O)Cn2cccc2)cc1	-13%	0%	-4%	-1%	-1%	2%	4%	-7%
Cc1ccc(C(=O)NNC(=O)CSc2nnc(-c3ccncc3)n2-c2ccc(C)cc2)cc1	-7%	-2%	12%	7%	2%	-7%	4%	-4%
CN=C(NC)SC1CC(=O)N(c2ccccc2)C1=O (stereo unspecified)	-5%	0%	4%	2%	i	-4%	5%	-4%

Not all compounds are listed; count on the stated rates, not on these rows.
